GRK2 inh = human GRK2 inhibition via aptamer displacement. P25098. bead flow cytometry, FAM-aptamer displacement from GRK2. inhibition of aptamer binding, % at 10 µM. actives 0.59% (n = 330,000);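 active = inhibition of aptamer binding above 40%, roughly 3 SD of noise, on plates passing a quality check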;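 note: median bead fluorescence of bound FAM aptamer so fluorescent compounds give negative values; no value below 0 was filed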
JMJD2C inh = blocks human GASC-1 demethylase activity; GST-JMJD2C(1-420) H3K9me3 demethylation, DELFIA europium; Q9H3R0; actives 0.069% (n = 330,000); inhibition, % at 2.35 µM; AID 2099;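 active = more than half of a compound's replicate wells show inhibition beyond 50%, single wells judged on their own value; inconclusive = some, but no more than half, of replicates pass 50% inhibition; inactive = no replicate passes 50% inhibition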;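 note: signal counts dimethyl H3K9 product captured on neutravidin plate; 0% = median of DMSO wells and 100% = 0.3 times that DMSO median; strong numbers were not always called active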
procasp7 counter = activates human procaspase-7, counter-screen for procaspase-3 activators | actives 0.093% (n = 330,000) | recombinant procaspase-7, Ac-DEVD-pNA absorbance 405 nm; D23A/D198A/D206A triple mutant, cannot self-cleave; scale: DMSO 0, 5 µM enzyme 100 | activation, % at 8.5 µM | P55210;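 active = percent activation above the screen-wide mean plus 3 SD, cut at about 25% in these data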
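Material: Procaspase-7 triple mutant (PC-7 D3A) | Quantity: 2 µM procaspase-7 mutant as dispensed | Reagent: DEVD-pNA substrate | Times: 1 h preincubation, 2 h reaction | Technique: 405 nm absorbance of p-nitroaniline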
CTSL1 counter = blocks F. hepatica cathepsin L1 in PFM18AAP counter-screen. actives 0.49% (n = 300,000). inhibition, % at 5.96 µM. recombinant F. hepatica cathepsin L1, Z-Leu-Arg-MCA fluorescence;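 active = inhibition above the mean of all tested compounds plus 3 SD, set per screening campaign, cut at about 17% in these data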;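 note: 0% = plate median of test compound wells and 100% = 1 µM Z-Phe-Ala-diazomethylketone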
PP5 primary = PP5 (human) phosphatase inhibition; inhibition, % at 6.7 µM; actives 0.18% (n = 320,000); purified PP5c, OMFP substrate fluorescence; AID 1987; P53041;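 active = inhibition above the campaign's mean inhibition across all tested compounds plus 3 SD, cut at about 9.5% in these data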;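 note: 0% = DMSO only and 100% = 100 µM cantharidin control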
Target sequence (P53041 whole entry, looked up): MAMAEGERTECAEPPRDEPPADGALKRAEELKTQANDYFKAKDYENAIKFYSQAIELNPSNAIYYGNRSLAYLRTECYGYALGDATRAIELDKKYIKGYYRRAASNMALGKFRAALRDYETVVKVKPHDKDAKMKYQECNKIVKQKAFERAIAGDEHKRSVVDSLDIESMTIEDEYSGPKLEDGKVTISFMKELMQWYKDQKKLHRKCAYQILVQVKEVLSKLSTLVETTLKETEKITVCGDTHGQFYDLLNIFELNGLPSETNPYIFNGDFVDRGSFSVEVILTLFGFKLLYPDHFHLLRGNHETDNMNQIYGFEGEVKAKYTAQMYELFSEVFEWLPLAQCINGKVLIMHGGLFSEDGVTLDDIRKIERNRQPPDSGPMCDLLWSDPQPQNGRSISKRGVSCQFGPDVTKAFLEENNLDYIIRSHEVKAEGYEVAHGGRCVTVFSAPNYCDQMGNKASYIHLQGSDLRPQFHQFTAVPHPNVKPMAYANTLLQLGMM
HCV core dimer = blocks dimerization of HCV core protein; TR-FRET GST/Flag-core106 dimerization, 1536-well; inhibition, % at 5 µM; actives 0.33% (n = 300,000);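 active = inhibition above the mean of all tested compounds plus 3 SD, set per screening campaign, cut at about 45% in these data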
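Material: GST/Flag-tagged HCV core106 proteins. Incubation: 4 h, 22.5 °C incubation. Read-out basis: inhibition (%) from 671 over 617 nm ratio. Measured by: TR-FRET, excitation 340 nm, emission 617 and 671 nm.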
procasp3 activ = procaspase-3 (human) activation; recombinant procaspase-3 D3A, Ac-DEVD-pNA absorbance 405 nm; P42574; actives 0.11% (n = 330,000); activation, % at 8.5 µM;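 active = activation above the mean of all tested compounds plus 3 SD, cut at about 21% in these data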;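 note: 0% = DMSO alone and 100% = DMSO wells spiked with extra 5 µM PC-3 D3A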
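Assay system – Procaspase-3 D3A mutant · Benchmarks – DMSO low control, extra-enzyme high control · Technique – 405 nm absorbance of p-nitroaniline, reads at 0 and 120 min · Doses – 8.5 µM nominal · Measure – % activation between DMSO and enzyme-spiked controls · Also added – Ac-DEVD-pNA chromogenic peptide substrate · Schedule – 1 h compound preincubation, 2 h substrate hydrolysis at 25 °C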
PP1 inh = blocks human PP1-alpha phosphatase, a PP5 counter-screen. actives 0.9% (n = 320,000). purified PP1alpha, OMFP fluorescence. inhibition, % at 6.7 µM;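 active = inhibition above the mean inhibition of all tested compounds plus 3 SD, computed separately for each screening campaign, cut at about 15% in these data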
Target sequence (P62136 whole entry, looked up): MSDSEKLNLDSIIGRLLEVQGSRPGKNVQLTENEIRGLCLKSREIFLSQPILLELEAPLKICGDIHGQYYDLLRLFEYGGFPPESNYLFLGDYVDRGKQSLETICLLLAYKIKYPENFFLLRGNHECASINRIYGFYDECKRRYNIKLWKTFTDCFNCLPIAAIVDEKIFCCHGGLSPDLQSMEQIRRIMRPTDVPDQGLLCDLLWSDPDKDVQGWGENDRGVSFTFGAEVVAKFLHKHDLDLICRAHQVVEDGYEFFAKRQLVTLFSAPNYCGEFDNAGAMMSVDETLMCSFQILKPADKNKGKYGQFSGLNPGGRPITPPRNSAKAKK
VLA-4 inh = inhibition in a human VLA-4 binding assay; VLA-4 expressing cells, ligand binding flow cytometry; inhibition, % (about 7 µM as worked out from the volumes in the protocol); actives 0.2% (n = 330,000); P13612; in the data active = inhibition above about 50%
An asterisk follows results filed as active; ? = inconclusive; · = no result given. An unsorted share of the library (roughly 2.6% active in at least one column).

entry	canonical_smiles	GRK2 inh	JMJD2C inh	procasp7 counter	CTSL1 counter	PP5 primary	HCV core dimer	procasp3 activ	PP1 inh	VLA-4 inh
1	COc1ccc(C2c3ccc4ccccc4c3Oc3ncn(CCN(C)C)c(=N)c32)cc1 (centres undefined)	0	8	8	-2	3.7	-5	9	2	6
2	O=C(O)c1cccc(Nc2ccc([N+](=O)[O-])c3nonc23)c1	1	4	-10	0	1.2	-14	-7	5	7
3	Oc1cccc(CN2CCCCC2)c1	0	0	0	0	-0.5	-8	8	1	-6
4	O=C(COC(=O)c1ccc(O)cc1O)NC(=O)NCc1ccccc1	1	·	6	·	1.4	·	0	-1	1
5	Cc1ccc(C(=S)N2CCN(Cc3ccccc3)CC2)s1	2	1	-25	0	2.2	2	-18	-4	-4
6	COc1ccc(C/C(N)=N/OC(=O)c2cccc([N+](=O)[O-])c2)cc1	0	5	5	-2	3.1	-12	1	2	4
7	Cc1c(Cl)cccc1NC(=S)NCCc1ccc(Cl)cc1	0	?	-3	4	3.2	1	6	4	9
8	Cc1ccc(C2=CSC3=NCCN23)cc1	2	-6	2	3	-1.3	-1	8	-3	4
9	CN(Cc1ccccc1)C(=O)CC(c1ccccc1)c1cc(Cl)ccc1O (centres undefined)	5	2	-12	-4	5.0	9	-5	6	13
10	CCOC1(c2ccccc2)OC(=O)c2ccccc21 (centres undefined)	0	13	1	-5	0.1	-1	-3	4	2
11	COc1ccccc1-n1c(CNC(=O)c2ccco2)nnc1SCC(=O)Nc1nccs1	5	-4	8	0	1.4	-4	4	4	-17
12	O=C(NCc1cccc(C(F)(F)F)c1)N1CCN(C(=O)c2ccccc2)CC1	1	3	-1	·	·	·	15	·	6
13	CCNc1nc(NCC)n2c(SCC(=O)Nc3ccc(F)cc3[N+](=O)[O-])nnc2n1	0	3	-3	0	2.9	12	-8	4	9
14	Cc1ccccc1Nc1c(-c2ccncc2)nc2ccc(Br)cn12	3	0	4	-2	2.6	2	2	6	17
15	CCN1CCN(c2ccc(S(=O)(=O)N3CCCCC3)cc2NC(=O)c2sccc2C)CC1	0	2	-1	4	0.5	-3	1	0	-2
16	O=S(=O)(Cc1cc(Sc2ccc(Cl)cc2)nc(-c2ccccc2)n1)c1ccccc1	0	-23	-8	2	0.1	10	2	-4	0
17	O=C(c1ccco1)N1CCN(C(=O)c2cc(-c3ccccn3)nc3ccc(Cl)cc23)CC1	2	14	3	4	1.4	76*	1	4	-8
18	COC(=O)Cc1coc2cc(OC)ccc12	0	0	-7	·	1.9	·	1	-4	0
19	On1c(-c2ccccc2Cl)nc2ccccc21	2	2	-1	-2	-0.8	2	8	-4	12
20	CCOC(=O)c1nn(-c2cccc(C)c2)c2nc(-c3ccccc3)c(C#N)c(=O)n12	0	10	2	4	1.6	26	-3	-2	1
21	N=c1c2c(-c3ccccc3)c(-c3ccccc3)n(Cc3ccco3)c2ncn1CCN1CCOCC1	0	-6	1	-3	2.4	2	-9	5	24
22	Cc1ccc(CNC(=O)COc2ccc(S(=O)(=O)N3CCCC3)cc2)cc1	0	-6	2	5	-9.0	7	0	-1	-5
23	C=CCN(C(=O)c1csnn1)C(C(=O)NC1CCCC1)c1cccs1 (centres undefined)	0	7	-13	-2	3.3	-5	-9	-2	-3
24	CCOC(=O)Nc1sc2c(c1C(N)=O)CCC(C)C2 (centres undefined)	2	-20	11	-1	3.6	-3	-3	-1	1
25	Cc1noc(C)c1NC(=O)N(C)C[C@H]1Oc2ccc(NS(=O)(=O)c3cn(C)cn3)cc2C(=O)N([C@H](C)CO)C[C@@H]1C	1	·	0	·	·	·	10	·	-1
26	Cc1c(N=C(N)/N=C(\N)Nc2ccccc2)c(=O)n(-c2ccccc2)n1C	18	-6	-4	-1	-1.0	-1	-1	0	7
27	CCc1ccc(CSc2nccn2-c2ccccc2)cc1	3	6	-2	5	2.8	6	2	-3	-1
28	CCOc1cc(O)c(-c2[nH]ncc2-c2nc(C)cs2)cc1CC	0	-11	3	4	4.8	2	6	0	8
29	O=C(NCc1ccc(Cl)cc1)C1CCC(=O)N(C2CC2)C1 (centres undefined)	0	0	-5	1	-0.3	-10	-5	-5	-102
30	O=C(CSc1cn(CCNC(=O)c2c(F)cccc2F)c2ccccc12)NCC1CCCO1 (centres undefined)	5	-3	-6	-3	2.2	2	4	-2	-5

The list goes on, starting with the last two of the part before.
entry	canonical_smiles	GRK2 inh	JMJD2C inh	procasp7 counter	CTSL1 counter	PP5 primary	HCV core dimer	procasp3 activ	PP1 inh	VLA-4 inh
29	O=C(NCc1ccc(Cl)cc1)C1CCC(=O)N(C2CC2)C1 (centres undefined)	0	0	-5	1	-0.3	-10	-5	-5	-102
30	O=C(CSc1cn(CCNC(=O)c2c(F)cccc2F)c2ccccc12)NCC1CCCO1 (centres undefined)	5	-3	-6	-3	2.2	2	4	-2	-5
31	Cc1cc2c3c([nH]c2cc1S(=O)(=O)NCc1ccc(CN2CCCCCC2)o1)CCCC3=O	0	23	-4	-2	-0.8	7	0	-6	5
32	CSc1ccc(NC(=O)Nc2cccn(Cc3ccccc3F)c2=O)cc1	0	6	4	3	0.0	5	11	4	3
33	COCCN(C(=O)Cc1cccs1)C(C(=O)NC1CCCC1)c1ccc(OC)c(OC)c1 (centres undefined)	0	5	6	-1	1.0	-7	-3	-3	3
34	COc1ccc(C(=O)Nc2cc(C(F)(F)F)ccc2Cl)cc1OC	2	8	6	4	5.2	-5	-1	-1	-3
35	COc1ccc(CCNc2ncnc3c2oc2ccccc23)cc1OC	0	4	7	0	4.4	-2	8	4	12
36	COc1ccc(-c2c(-c3ccccc3)n(C)c3ccccc23)cc1	0	·	6	·	·	·	4	·	-2
37	COCC1CCCN(Cc2nc(C(c3ccccc3)c3ccccc3)no2)C1 (centres undefined)	4	-6	5	2	2.1	2	4	3	0
38	Cc1c(/C=N/NC(=O)c2cccnc2)c2ccccn2c1C(=O)c1ccc(F)cc1	0	1	1	5	-2.5	3	1	0	-3
39	Cn1cccc1C(=O)NC(=O)COC(=O)CC12CC3CC(CC(Br)(C3)C1)C2	0	-2	-13	-7	4.0	29	11	3	1
40	CC1=CC(C)(C)NC(=S)N1c1ccc(C)c(C)c1	0	-2	-9	2	2.4	-2	-7	-4	-1
41	COC(=O)C(C)Oc1ccc(Oc2nc(Cl)ccc2Cl)cc1 (centres undefined)	1	-18	4	0	0.8	1	-1	-4	52*
42	Cc1c(NC(=O)c2nn(C)c(=O)c3ccccc23)c(=O)n(-c2ccccc2)n1C	1	10	8	-1	2.0	-1	-2	-4	-14
43	COc1ccc(C(=O)Oc2ccc(/C=N/NC(=O)c3ccccc3OC)cc2[N+](=O)[O-])cc1	1	-4	6	2	2.6	-8	6	4	3
44	CCOCCCNS(=O)(=O)c1ccc(NC(=O)CN2C(=O)c3ccccc3C2=O)cc1	0	4	-3	0	1.7	3	-2	-5	10
45	O=C(NCCCc1ccccc1)c1ccc(CS(=O)Cc2ccccc2Cl)o1 (centres undefined)	0	-3	2	-2	-1.8	-3	-2	0	25
46	Cc1cc(C)c(C2C(C#N)=C(N)Oc3n[nH]c(C)c32)cc1CN1CCOCC1 (centres undefined)	0	-5	10	-4	2.3	0	7	-1	0
47	OCCN1CCN(C(=S)c2ccc(Cl)c(Cl)c2)CC1	2	7	-31	5	0.8	-1	-22	-8	-4
48	O=C(O/N=C\c1ccc(N2CCOCC2)c([N+](=O)[O-])c1)c1ccccc1Cl	0	4	16	6	1.8	3	-6	0	2
49	CCCCCC(=O)Nc1ccc(N2CCOCC2)c(S(=O)(=O)Nc2ccc(OC)cc2)c1	82*	5	-2	4	3.6	8	-3	-2	26
50	COc1ccc(OCC(=O)Nc2ccc3c(c2)nc(CCN2CCOCC2)n3C)cc1	0	-4	0	3	-1.5	1	6	0	34
51	COc1ccc(CCNC(=O)C2CC(c3c(Cl)cccc3Cl)=NO2)cc1 (centres undefined)	0	-1	3	1	-0.9	11	5	1	1
52	COc1ccccc1-c1noc(CCCC(=O)Nc2ccc(C(N)=O)cc2)n1	0	-16	-2	2	-2.0	-3	-1	-3	-3
53	Fc1ccccc1Cn1c2[n+](c3ccc(C(F)(F)F)cc31)CCCCC2	0	-3	-1	6	-0.2	-2	-4	-2	3
54	O=C(Nc1ccc(F)cc1)C(c1ccccc1)N1CCN(S(=O)(=O)c2c(F)cccc2F)CC1 (centres undefined)	0	-9	2	-4	2.6	1	3	3	8
55	CCOC(=O)CNC(=O)Cn1cnc2c(nnn2-c2ccccc2)c1=O	1	0	8	-6	-0.2	-5	0	1	-6
56	O=C(c1ccoc1)N1CCC2(CC1)Oc1ccc(F)cc1C(=O)C21CC(c2cccnc2)=NO1 (centres undefined)	1	-19	8	-1	0.9	-8	-6	-2	12
57	Cc1ccc(C2C3=C(CC(C)(C)CC3=O)NC3=C2C(=O)CC(C)(C)C3)o1	0	2	1	0	-0.7	-3	-5	-6	-4
58	O=C(Cc1cccs1)N1CCN=C1SCc1ccccc1F	1	-24	2	0	0.8	-1	5	-1	0
59	NS(=O)(=O)c1ccc(NS(=O)(=O)c2ccc(NC(=O)c3ccc(-c4ccccc4)cc3)cc2)cc1	41*	0	-2	0	5.2	43	1	14	22
60	Cc1ccccc1CC1(CO)CCCN(C(=O)c2ccccc2N(C)C)C1 (centres undefined)	2	-7	-8	-1	-0.4	-1	1	-1	1
61	O=S(=O)(c1ccc(NC(=S)NN=C(Cc2ccccc2)Cc2ccccc2)cc1)N1CCOCC1	0	6	-3	-2	-0.9	28	-5	-2	0
62	COc1ccc([N+](=O)[O-])cc1NC1CCCCC1	3	-2	-5	3	0.7	-4	7	-2	0
63	c1cncc(CNc2ncnc3sc4c(c23)CCC4)c1	0	2	2	1	-1.4	0	-2	-4	25
64	COc1cccc(C2CC(c3ccc(Cl)cc3Cl)Nc3nc(N)nn32)c1 (centres undefined)	1	8	6	0	1.7	6	0	1	2
65	O=C1CCC(C(=O)OCC(=O)Nc2cc(Cl)ccc2F)=NN1	0	-1	2	·	·	·	17	·	13
66	Cn1c(=O)cc(SCC(=O)NCCCN2CCOCC2)c2ccc(Cl)cc21	0	43	2	2	2.8	-5	0	-1	13
67	CC(C)CCN1CCN(Cc2cccn2-c2cccnc2)CC1CCO (centres undefined)	4	7	7	-1	2.2	-2	-5	-2	-3
68	Cc1ccc(/C=N/NC(=O)c2nnn(-c3nonc3N)c2CSc2ccccc2)o1	0	6	-5	1	1.9	5	-4	-1	-8
69	CCOC(=O)[C@@H]1[C@H]2COc3ccc(Br)cc3[C@H]2N2C(=O)N(c3ccc(Br)cc3)C(=O)[C@]12C	0	3	12	0	3.7	2	-4	2	18
70	CC(C)Cn1c(N)c(C(=O)COC(=O)CCc2nc3ccccc3s2)c(=O)n(C)c1=O	0	18	9	-10	-0.1	3	8	-8	-4

Screens: PubChem, several laboratories
